# GC-A act = GC-A (human) enzyme activation; HEK293 GC-A cells, cGMP TR-FRET, EC30 ANP; 0% at EC30 ANP, 100% saturating ANP; activation, % at 10 µM; 0.14% of 370,000 active; AID 1671463; in the data active means activation above about 40%
# DAX1 inh-1 = blocks DAX1 repression of SF-1 activated StAR promoter | HEK293T StAR-luciferase reporter, SF-1/DAX-1 repression relief | inhibition, % at 6.8 µM | 1.1% of 370,000 active | AID 652010;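 active means inhibition above the mean over all tested compounds plus 3 SD, cut at about 3.6% in these data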;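 further: 0% = DAX-1 cells with DMSO and 100% = cells lacking DAX-1 with DMSO; higher inhibition means more luminescence from relief of DAX-1 repression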
# hcDAF-12 act = H. contortus DAF-12 activation, primary screen; HEK293 hcDAF-12 lit1-tk-luc reporter, luminescence; 0% DMSO, 100% Δ7-dafachronic acid; activation, % at 6.8 µM; 1.4% of 370,000 active; AID 652067;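 active means activation above the mean of all tested compounds plus 3 SD, cut at about 5.5% in these data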;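 further: 100% = response to 3 µM Δ7-dafachronic acid high control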
# hgDAF-12 ag = activates the H. glycines DAF-12 receptor ligand-binding domain. 1.8% of 370,000 active. AID 687014. HEK293 GAL4-hgDAF12 UAS-luciferase reporter, agonist luminescence; normalized to butyrate control. activation, % at 6.8 µM;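 active means activation above a cutoff set at the mean of all screened compounds plus 3 SD, cut at about 10% in these data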;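 further: 0% = DMSO wells and 100% = sodium butyrate wells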
# GC-B act = GC-B (human) receptor activation. activation, % at 10 µM. 0.11% of 370,000 active. P20594. HEK293-GC-B cells, CNP EC30, cGMP TR-FRET; 0% at EC30 CNP, 100% saturating CNP;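 active means activation at 10 µM reaching about 35% in either raw or pattern-adjusted values, limit read from the data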
# GAA850 FXN act = increases GAA850 frataxin promoter reporter activity; HEK293 lucGAA850 FXN promoter luciferase reporter, 24 h; percent of 10 µM SAHA response; activation, % at 6 µM; AID 540364; 0.56% of 360,000 active;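 active means activation above the average of all compounds screened plus 3 SD, cutoff fixed separately per campaign, cut at about 7.5% in these data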;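 further: 0% = DMSO wells and 100% = 10 µM SAHA wells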
# proKLK7 act = proKLK7 (human) activation, primary screen | P49862 | activation, % at 7 µM | purified proKLK7, EDANS-DABCYL substrate fluorescence; 100% is mature enzyme control, 0% vehicle | 0.9% of 370,000 active;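 active means activation above the mean of all tested compounds plus 3 SD, computed per campaign excluding outliers beyond control limits, cut at about 13% in these data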
# Target sequence (P49862 whole entry, looked up): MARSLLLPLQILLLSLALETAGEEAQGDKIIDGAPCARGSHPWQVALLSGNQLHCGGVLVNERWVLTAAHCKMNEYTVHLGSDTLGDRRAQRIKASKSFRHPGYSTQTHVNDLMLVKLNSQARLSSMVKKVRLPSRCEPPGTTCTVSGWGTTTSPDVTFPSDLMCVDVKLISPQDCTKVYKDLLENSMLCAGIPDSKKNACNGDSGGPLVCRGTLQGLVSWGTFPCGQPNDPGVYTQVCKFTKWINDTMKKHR
# sPLA2-III inh = Inhibits HGIII-sPLA2 liposome hydrolysis, primary screen | 0.56% of 370,000 active | QFRET BODIPY PC-A2 liposome hydrolysis, fluorescence | inhibition, % at 12.2 µM | Q9NZ20;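 active means inhibition above mean plus 3 SD of compounds lying within the high and low control bounds, cut at about 19% in these data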;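 further: 0% = median of test compound wells and 100% = no enzyme DMSO wells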
# Target sequence (Q9NZ20 whole entry, looked up): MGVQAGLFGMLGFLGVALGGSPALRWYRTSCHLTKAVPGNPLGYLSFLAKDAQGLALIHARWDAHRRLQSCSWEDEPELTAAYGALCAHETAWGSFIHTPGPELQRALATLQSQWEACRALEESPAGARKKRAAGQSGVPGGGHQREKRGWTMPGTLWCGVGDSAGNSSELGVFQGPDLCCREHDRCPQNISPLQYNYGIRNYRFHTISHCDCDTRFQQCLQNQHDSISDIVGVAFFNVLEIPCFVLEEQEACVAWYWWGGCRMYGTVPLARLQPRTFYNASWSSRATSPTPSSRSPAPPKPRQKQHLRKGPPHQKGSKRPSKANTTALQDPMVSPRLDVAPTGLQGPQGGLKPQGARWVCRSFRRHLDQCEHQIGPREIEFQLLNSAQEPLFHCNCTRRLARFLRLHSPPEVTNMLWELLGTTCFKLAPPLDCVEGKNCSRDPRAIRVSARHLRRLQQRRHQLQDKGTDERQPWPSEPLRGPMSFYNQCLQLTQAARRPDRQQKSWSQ
# DAX1 inh-2 = inhibitors of human orphan nuclear receptor DAX1 (NR0B1) | AID 504766 | P51843 | 0.99% of 340,000 active | inhibition, % at 6.75 µM | HEK293 Gal4-DAX1 luciferase reporter, luminescence;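 active means inhibition above the mean over all tested compounds plus 3 SD, cut at about 4.2% in these data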;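 further: 0% = DAX1-transfected cells with DMSO and 100% = empty-vector control cells with DMSO; inhibition shows as a rise in luminescence from relieved DAX1 repression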
# Target sequence (P51843 207-470 limits assumed): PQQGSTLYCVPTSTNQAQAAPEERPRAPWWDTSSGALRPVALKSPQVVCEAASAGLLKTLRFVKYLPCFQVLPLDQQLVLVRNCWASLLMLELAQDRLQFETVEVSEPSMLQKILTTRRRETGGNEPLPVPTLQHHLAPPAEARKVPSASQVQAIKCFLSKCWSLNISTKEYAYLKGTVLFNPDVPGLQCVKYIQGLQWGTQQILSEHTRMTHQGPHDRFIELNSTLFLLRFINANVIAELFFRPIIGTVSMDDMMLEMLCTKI
# ssDAF-12 act = activators of S. stercoralis DAF-12 nuclear receptor. HEK293 ssDAF-12/GRIP1 lit1-tk-luc reporter, luminescence; % of 3 µM dafachronic acid response. activation, % at 6.8 µM. 1% of 370,000 active;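 active means activation above the mean over all tested compounds plus 3 SD, cut at about 0.9% in these data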;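 further: 0% = DMSO-only wells and 100% = 3 µM delta7-dafachronic acid wells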
# SMARCA2 activ = increases SMARCA2 function in MMTV reporter cells. MG213 cells, MMTV-luciferase reporter, dexamethasone, overnight. activation, % at 9.1 µM. 1% of 370,000 active. AID 652017; in the data active means activation above about 7.8%;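 further: 0% = vehicle wells and 100% = reference activator wells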
# * marks the source's active call; other numbers are inactive results; x = no result given.
SMILES,GC-A act,DAX1 inh-1,hcDAF-12 act,hgDAF-12 ag,GC-B act,GAA850 FXN act,proKLK7 act,sPLA2-III inh,DAX1 inh-2,ssDAF-12 act,SMARCA2 activ
CCN1CCCC1CNc1ccc(S(C)(=O)=O)cc1[N+](=O)[O-] (stereo not given),2,-0.1,-1.8,0.2,2,2.1,-0.4,2,-1.3,-0.9,-2
CCCn1c(C)cc(C(=O)COc2ncnc3sccc23)c1C,1,2.4,3.0,14*,3,3.5,-0.1,-3,1.0,-0.5,6
CN(C)CCCNC(=O)c1cccc(-c2ccc3nccn3c2)c1,-4,1.2,-0.6,-0.8,-1,2.4,-0.6,7,x,-1.4,-1
CCCCOc1ccc(N(CC(=O)NCC2CCCO2)C(=O)CCC(=O)Nc2nccs2)cc1 (stereo not given),-3,0.0,-0.2,0.2,1,-1.6,0.3,9,-0.5,-0.1,-1
O=C(N/N=C\C=C\c1ccc2c(c1)OCO2)c1ccc(F)cc1,0,0.1,-0.1,2.4,-3,3.1,-6.3,3,0.7,-0.6,-2
COCC(=O)N(C)[C@H]1C[C@H]2c3cc(Oc4ccccc4C)ccc3CCN2C(=O)[C@H]1[C@H](C)O,0,-0.5,-2.4,0.9,1,-8.1,-0.9,9,-0.2,-0.8,-2
CCOC(=O)c1c(CS(=O)(=O)c2ccccc2)n(C)c2cc(Br)c(O)cc12,-24,-0.6,-0.8,-2.9,-18,-0.2,-0.1,-33,0.4,-1.3,-3
CC1(C)Cc2c(c(-c3ccco3)[nH]c(=O)c2C#N)CS1,1,0.2,2.0,-0.7,0,-0.1,1.2,-12,0.0,-0.8,3
OCCN1CCN(CC(O)COCc2ccc3c(c2)OCO3)CC1 (stereo not given),4,0.4,-1.0,-1.1,-4,-0.9,-0.4,9,0.3,-1.4,1
O=C(c1ccccc1)C1CCN(C(=O)c2c(F)cccc2F)CC1,-1,-0.2,-2.2,1.6,1,-0.5,-0.8,-1,-1.4,-0.7,-1

# Three records drawn at random from the list so far:
SMILES,GC-A act,DAX1 inh-1,hcDAF-12 act,hgDAF-12 ag,GC-B act,GAA850 FXN act,proKLK7 act,sPLA2-III inh,DAX1 inh-2,ssDAF-12 act,SMARCA2 activ
CCCCOc1ccc(N(CC(=O)NCC2CCCO2)C(=O)CCC(=O)Nc2nccs2)cc1 (stereo not given),-3,0.0,-0.2,0.2,1,-1.6,0.3,9,-0.5,-0.1,-1
CN(C)CCCNC(=O)c1cccc(-c2ccc3nccn3c2)c1,-4,1.2,-0.6,-0.8,-1,2.4,-0.6,7,x,-1.4,-1
COCC(=O)N(C)[C@H]1C[C@H]2c3cc(Oc4ccccc4C)ccc3CCN2C(=O)[C@H]1[C@H](C)O,0,-0.5,-2.4,0.9,1,-8.1,-0.9,9,-0.2,-0.8,-2

# (further entries)
SMILES,GC-A act,DAX1 inh-1,hcDAF-12 act,hgDAF-12 ag,GC-B act,GAA850 FXN act,proKLK7 act,sPLA2-III inh,DAX1 inh-2,ssDAF-12 act,SMARCA2 activ
COc1ccccc1NC(=S)NNC(=O)c1cc(C)n(C)n1,-2,0.1,0.4,0.5,-3,1.6,-1.0,17,-0.2,-0.3,-1
CC[C@H](C)[C@H](NC(N)=O)C(=O)NCCc1ccc(OC)cc1,-3,0.1,0.3,0.3,1,2.1,0.0,4,-0.3,-0.8,-2
COc1ccc(N=C2c3ccccc3-c3ccc([N+](=O)[O-])cc32)cc1,1,0.9,0.1,0.2,-3,-1.3,0.3,-4,0.7,-1.4,3
O=C(c1cc2ccccc2oc1=O)N(Cc1cccs1)Cc1ccccc1Cl,-19,0.1,-0.4,4.3,-15,3.6,0.4,-1,-0.9,-0.7,6
O=C(CSc1nnc(CNC(=O)c2c(F)cccc2Cl)o1)NC1CCCCC1,4,-0.1,-1.7,-1.3,-1,-0.5,-0.2,1,-0.2,-0.6,-2
C=CCOc1ccc(CNn2nnnc2N)cc1,-1,0.5,1.9,0.6,1,-0.6,-0.4,7,-0.1,-0.3,-3
NS(=O)(=O)c1ccc(NC(=S)NC2CCCCC2)cc1,5,-0.4,0.9,1.6,0,0.8,-0.1,-6,2.5,-1.2,-1
O=C(CCCCCN1C(=O)C2C3C=CC(C3)C2C1=O)Nc1ccccc1 (stereo not given),4,1.4,-1.5,8.9,-1,x,-1.1,-2,x,-1.1,-2
CC1CCC2(CC1)NC(=O)N(CC(=O)NCc1ccc(Cl)cc1)C2=O (stereo not given),4,0.5,-1.3,1.0,2,-1.5,-1.3,-7,-1.4,-0.6,-1
COC(=O)c1ccc(NC(=O)c2cc(-c3ccccn3)nc3ccccc23)cc1,2,0.8,0.4,1.3,1,-3.0,-0.3,-1,-0.4,-0.7,0
Cc1ccc(-n2nc(C)c(C(=O)N3CCN(C(=O)c4ccco4)CC3)c2-n2cccc2)cc1,6,-0.6,-2.6,1.6,-9,-1.4,0.3,-1,1.2,-1.6,-2
CCOC(=O)N1CCN(S(=O)(=O)c2ccc(F)c(C(=O)Nc3cccc(C)c3C)c2)CC1,1,-0.6,-1.1,0.8,-1,-0.3,-0.5,1,-1.2,-1.6,-1
O=C(CCCN1C(=O)C(c2ccccc2)Oc2cccnc21)NCCc1ccc(Cl)cc1 (stereo not given),-5,0.5,0.2,2.5,1,0.3,-0.5,-8,0.8,-0.6,-3
CN(C(=O)c1cc(COc2ccc(F)c(F)c2)on1)C1CCOC1 (stereo not given),2,0.1,0.3,0.6,-3,3.2,-0.3,7,0.4,-1.1,1
O=C(CSc1nc(O)cc(=O)n1-c1ccccc1)Nc1nc2ccccc2s1,-4,-0.3,0.9,2.1,4,2.9,-0.2,-8,3.7,-0.8,-2
Cc1nn(C)c(C)c1/C=C(/C(=O)C(C)(C)C)n1cncn1,1,0.3,-1.8,3.4,-1,0.0,-0.3,-4,-1.0,-1.0,3
Cc1cnc(C(=O)OCC(=O)c2ccc(C3CCCCC3)cc2)cn1,0,1.0,-0.2,1.5,0,1.1,0.8,13,-0.1,-0.6,-1
CCCCNC(=O)C1C(c2ccccc2)=Nc2ccccc2N1C(=O)c1ccc(C(F)(F)F)cc1 (stereo not given),1,0.3,0.1,-2.0,1,x,0.1,-7,x,-1.2,-1
O=C(NCCCO)c1c(O)c2cccc3c2n(c1=O)CCC3,0,0.0,-3.1,2.1,-2,3.0,0.6,-4,0.0,-0.6,-2
COc1ccc(OC)c(NC(=O)C(CCS(C)(=O)=O)NC(C)=O)c1 (stereo not given),-2,-0.6,-0.7,1.2,-5,-2.2,0.3,10,0.9,-0.6,0
CC1=C(C(=O)N(C)C)CC(CC(=O)NC2CCCCC2)C(=O)N1Cc1ccc(C(C)(C)C)cc1 (stereo not given),-2,-0.8,0.1,-0.6,4,-0.9,0.5,8,2.4,-1.3,-5
CC1(C)O[C@@H]2[C@H](O1)[C@@H](CO)O[C@H]2n1ccc(=O)[nH]c1=O,4,0.5,-0.7,-1.1,-3,-0.2,0.5,0,0.5,-1.4,-2
O=C(CSc1nnc(-c2ccccc2)o1)N1CCOCC1,4,-0.1,1.2,-1.9,-1,0.3,-0.3,2,0.8,-0.5,1
CCc1ccc(NC(=S)Nc2cc(C(=O)O)ccc2N2CC3CC(C2)c2cccc(=O)n2C3)cc1 (stereo not given),0,0.5,-0.8,1.5,2,2.0,-0.8,0,-1.3,-1.6,-2
CCNC(=S)N(CCN(CC)CC)Cc1cc2cc3c(cc2[nH]c1=O)OCO3,1,0.3,-1.2,-0.5,-5,-1.0,4.8,15,0.3,-1.1,-1
CCCNC(=S)Nc1ccc(Nc2ccccc2)cc1,5,-0.3,-0.3,5.3,-1,1.3,0.5,-9,-0.8,-0.5,-1
Cc1ccc(Nc2nc(N)nc(CN3CCc4ccccc4C3)n2)cc1,-2,-0.6,2.7,-2.1,5,1.6,0.2,-11,1.1,-1.1,-1
COc1ccc(CCNC(=O)CSC2=NS(=O)(=O)c3cc(Cl)ccc3N2)cc1OC,3,1.2,-1.1,1.5,0,1.5,-0.1,-9,-0.6,-1.2,-1
CC1CN(CC(=O)NCc2ccc(Cl)cc2)CC(C)O1 (stereo not given),6,-0.5,-0.9,0.8,-1,-0.8,0.1,4,0.4,-0.9,-1
c1ccc(-c2nn3cnnc3c3ccccc23)cc1,-9,-1.2,-1.4,-1.2,-4,2.5,0.1,-2,1.3,-1.2,0
CCn1nc(C(=O)N2CCN(Cc3ccc4c(c3)OCO4)CC2)c2ccccc2c1=O,0,-0.9,-0.8,1.0,2,1.0,0.6,-3,-1.6,-1.6,-1
COc1cc(/C=C(\C#N)C(=O)Nc2ccc3c(c2)OCCO3)ccc1O,-1,-0.7,0.0,4.4,-7,2.0,0.1,-6,1.0,-1.4,5
CN(CC(=O)Nc1cccc(F)c1)C(=O)CCCc1cccs1,2,0.6,-2.0,0.1,-7,-0.1,0.1,1,0.5,-1.9,-5
CCn1c(SCC(=O)Nc2ccc(C)cc2)nc2sc3c(c2c1=O)CCN(C)C3,6,-3.0,-1.6,-0.4,-4,3.6,0.3,1,0.9,-1.1,1
CON(C)C(=O)CC1(CN(Cc2ccccc2)C(=O)OC(C)(C)C)CCCCC1,-10,-1.0,-2.8,-1.2,-15,-1.8,0.0,-3,-1.4,-1.2,1
CCNS(=O)(=O)c1cccc(C(=O)c2c(C)cc3ccccn23)c1,1,-1.0,-2.8,-0.9,-1,2.9,-0.6,-15,0.0,-2.2,0

# Complete entries, quoted from the list.
# Profile of CCNS(=O)(=O)c1cccc(C(=O)c2c(C)cc3ccccn23)c1 → GC-A act = 1; DAX1 inh-1 = -1.0; hcDAF-12 act = -2.8; hgDAF-12 ag = -0.9; GC-B act = -1; GAA850 FXN act = 2.9; proKLK7 act = -0.6; sPLA2-III inh = -15; DAX1 inh-2 = 0.0; ssDAF-12 act = -2.2; SMARCA2 activ = 0
# Profile of COc1cc(/C=C(\C#N)C(=O)Nc2ccc3c(c2)OCCO3)ccc1O → GC-A act = -1; DAX1 inh-1 = -0.7; hcDAF-12 act = 0.0; hgDAF-12 ag = 4.4; GC-B act = -7; GAA850 FXN act = 2.0; proKLK7 act = 0.1; sPLA2-III inh = -6; DAX1 inh-2 = 1.0; ssDAF-12 act = -1.4; SMARCA2 activ = 5

# From PubChem
